# Screening results deposited in PubChem by The Scripps Research Institute Molecular Screening Center.
# PLC-gamma1 inh – PLC-gamma1 enzyme inhibitors, primary screen, biochemical, fluorescence, purified enzyme. 1-phosphatidylinositol 4,5-bisphosphate phosphodiesterase gamma-1 (Homo sapiens), P19174. fluorogenic substrate. inhibition, % at 12.2 µM. 370,000 tested, 0.84% active. AID 720700, 2013; in the data active means inhibition above about 9.5%
# KLK7 zymogen act – proKLK7 zymogen activators, primary screen, biochemical, fluorescence intensity | activation, % at 7 µM | Kallikrein-7 (Homo sapiens), P49862 | 370,000 tested, 0.9% active | purified proKLK7, EDANS-DABCYL substrate fluorescence; 100% is mature enzyme control, 0% vehicle;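 active means activation above the mean of all tested compounds plus 3 SD, computed per campaign excluding outliers beyond control limits, cut at about 13% in these data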
# Target sequence (P49862 whole entry, looked up): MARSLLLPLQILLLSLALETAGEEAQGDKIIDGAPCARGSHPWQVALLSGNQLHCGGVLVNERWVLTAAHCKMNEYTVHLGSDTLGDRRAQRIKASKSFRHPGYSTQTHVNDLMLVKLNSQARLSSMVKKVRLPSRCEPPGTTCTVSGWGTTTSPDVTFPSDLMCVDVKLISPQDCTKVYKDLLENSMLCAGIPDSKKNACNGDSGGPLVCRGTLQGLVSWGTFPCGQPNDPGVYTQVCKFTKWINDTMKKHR
# UHRF1 binding – UHRF1 methylated DNA binding inhibitors, primary screen, counter-screen for MBD2 inhibitor project, biochemical, TR-FRET, human UHRF1, single concentration. AID 687016, 2013. 370,000 tested, 0.75% active. E3 ubiquitin-protein ligase UHRF1 (Homo sapiens), Q96T88. inhibition, % at 4.4 µM. UHRF1 binding to methylated oligo; in the data active means inhibition above about 21%;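 further: UHRF1 SRA domain binding a hemimethylated CpG hairpin DNA probe; 0% = median of test compound wells and 100% = reference inhibitor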
# ASAP1 inh – inhibitors of human ASAP1 ArfGAP activity, primary screen, biochemical, fluorescence polarization. inhibition, % at 16.5 µM. ASAP1-stimulated ARF1 GTP hydrolysis, GDP FP detection. 360,000 tested, 0.19% active. Arf-GAP with SH3 domain, ANK repeat and PH domain-containing protein 1 (Homo sapiens), …; in the data active means inhibition above about 25%;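 further: 0% = vehicle with enzyme and substrate and 100% = no enzyme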
# Target sequence (Q9ULH1 325-724 limits assumed): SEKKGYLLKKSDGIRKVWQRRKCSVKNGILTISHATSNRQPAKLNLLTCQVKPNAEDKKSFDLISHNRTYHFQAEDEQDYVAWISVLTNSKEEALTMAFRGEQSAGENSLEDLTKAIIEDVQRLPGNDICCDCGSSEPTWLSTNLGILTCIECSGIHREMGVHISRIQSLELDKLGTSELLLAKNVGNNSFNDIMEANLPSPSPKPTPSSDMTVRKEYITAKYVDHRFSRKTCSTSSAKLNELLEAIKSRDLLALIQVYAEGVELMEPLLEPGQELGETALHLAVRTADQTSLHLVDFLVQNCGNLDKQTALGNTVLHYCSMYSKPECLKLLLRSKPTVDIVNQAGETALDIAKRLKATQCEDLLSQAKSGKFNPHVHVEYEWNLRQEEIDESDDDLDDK
# ADAM17 inh – ADAM17 inhibitors, primary screen, biochemical, QFRET; 370,000 tested, 0.83% active; recombinant ADAM17, EDANS/DABCYL FRET peptide cleavage; inhibition, % at 6.95 µM; AID 720648, 2013; Disintegrin and metalloproteinase domain-containing protein 17 (Homo sapiens), P78536;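 active means inhibition above the mean of compounds lying between control limits plus 3 SD, set per campaign, cut at about 8.5% in these data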;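 further: 0% = DMSO-only wells as the low control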
# MBD2 DNA inh – inhibitors of MBD2 binding to methylated DNA, primary screen, biochemical, TR-FRET, DNA-binding domain, human. MBD2 binding to methylated oligonucleotide. inhibition, % at 4.4 µM. 370,000 tested, 0.31% active. AID 686964, 2013; in the data active means inhibition above about 13%
# Target sequence (Q9UBB5 whole entry, looked up, the tested form may be a part): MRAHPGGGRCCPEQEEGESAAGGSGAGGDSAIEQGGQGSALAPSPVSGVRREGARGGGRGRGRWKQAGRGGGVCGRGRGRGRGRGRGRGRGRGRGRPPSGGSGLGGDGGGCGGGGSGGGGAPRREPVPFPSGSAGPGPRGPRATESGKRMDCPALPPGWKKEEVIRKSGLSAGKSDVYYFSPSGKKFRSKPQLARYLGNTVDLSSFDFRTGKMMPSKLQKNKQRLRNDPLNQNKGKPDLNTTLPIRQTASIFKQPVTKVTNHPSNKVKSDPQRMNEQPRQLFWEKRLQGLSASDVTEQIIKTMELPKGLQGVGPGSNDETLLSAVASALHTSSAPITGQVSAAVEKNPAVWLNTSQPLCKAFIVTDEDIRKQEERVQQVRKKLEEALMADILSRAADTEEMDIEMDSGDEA
# DDE Tn6 FP inh – inhibitors of Tn6 peptide binding to fibrin DD(E), primary screen, biochemical, fluorescence polarization, human fibrin, Tn6 probe; Fibrinogen beta chain (Homo sapiens), P02675; Fibrin DD(E) TRITC-Tn6 fluorescence polarization displacement; inhibition, % at 8.3 µM; 370,000 tested, 0.21% active;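 active means inhibition above a per-campaign cutoff: mean of compounds within control limits plus 3 SD, cut at about 15% in these data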;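 further: 0% = median of all compound wells on the plate and 100% = blocking peptide control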
# PLCb3 inh – human PLC-beta3 inhibitors, primary screen, biochemical, fluorescence. 1-phosphatidylinositol 4,5-bisphosphate phosphodiesterase beta-3 (Homo sapiens), Q01970. Purified PLC-beta3, fluorogenic substrate. inhibition, % at 12.2 µM. 370,000 tested, 0.18% active; in the data active means inhibition above about 11%;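 further: 0% = median of compound wells on plate and 100% = full blocker control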
# DDE Tn7 FP inh – inhibitors of Tn7 peptide binding to fibrin DD(E), primary screen, biochemical, fluorescence polarization, human fibrin, Tn7 probe | Fibrinogen beta chain (Homo sapiens), P02675 | AID 720508, 2013 | FP displacement of FITC-Tn7 peptide from fibrin DD(E); 0% = median of compound wells per plate | 370,000 tested, 0.13% active | inhibition, % at 8.3 µM;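 active means inhibition above the mean of compounds falling within the control limits plus 3 SD of them, cut at about 14% in these data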;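 further: 0% = plate median of compound wells and 100% = 10 µM Aha-Tn7 peptide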
#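 Assay system: human fibrin DD(E) protein / Input: 2 µM fibrin DD(E) / Benchmarks: high control of 10 µM Aha-Tn7 peptide / Measured by: fluorescence polarization of the labelled Tn7 tracer / Medium: Tris buffer with calcium and detergent, pH 7.8 / Timing: 10 min compound pre-incubation, 3 h probe incubation at room temperature / Repeats: one replicate per compound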
# ARFGAP1 inhibitor – inhibitors of rat ARFGAP1 GAP activity, primary screen, biochemical, fluorescence polarization, GDP tracer; AID 651572, 2012; inhibition, % at 16.5 µM; ADP-ribosylation factor GTPase-activating protein 1 (Rattus norvegicus), Q62848; 360,000 tested, 0.26% active; Arfgap1-stimulated ARF1 GTP hydrolysis, GDP FP detection;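 active means inhibition above a per-plate limit, mean inhibition of low control wells plus 3 SD, cut at about 25% in these data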;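 further: 0% = DMSO wells with enzyme and 100% = wells lacking Arfgap1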
#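 Assay system: purified rat His6-Arfgap1 residues 1-136 (GAP domain); Reagent: human Δ17 ARF1 bound to GTP; Dosing: 16.5 µM single point, 1.26% DMSO; Times: GTP hydrolysis reaction 2 h at 25 °C; Signal: FP, GDP Alexa 633 tracer displaced from anti-GDP antibody, 620/688 nm; Measure: % inhibition from polarization.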
# Numbers without * were called inactive; i = inactive. This is a random part of the collection, and some 4.1% of all compounds hit somewhere here.
SMILES,PLC-gamma1 inh,KLK7 zymogen act,UHRF1 binding,ASAP1 inh,ADAM17 inh,MBD2 DNA inh,DDE Tn6 FP inh,PLCb3 inh,DDE Tn7 FP inh,ARFGAP1 inhibitor
CCn1c(/C=C/c2ccccc2F)nc2ccccc2c1=O,-12,0.2,4,15,-3,2,-6,-17,-3,8
COc1ccc(CN(C)C(=O)C2CSC3(C)CCC(=O)N23)c(OC)c1 (configuration not stated),-1,0.3,2,5,-5,2,4,2,0,7
CN(CC(=O)Nc1ccc(S(=O)(=O)N2CCCC2)cc1)CC(=O)Nc1ccc(F)c(F)c1F,0,0.4,-1,-2,-4,-3,6,-7,6,0
Cc1ccc(-n2ncc3c(NCc4ccco4)ncnc32)cc1C,-2,0.0,0,2,2,0,-8,2,-7,-4
CC(=O)c1ccc(N2CCN(S(=O)(=O)c3cccc(S(=O)(=O)N4CCOCC4)c3)CC2)cc1,-1,0.8,-1,0,-3,6,-2,4,0,-5
N/C(=N\OC(=O)Nc1ccccc1)c1ncc([N+](=O)[O-])s1,3,0.1,3,11,2,-2,-15,-7,-6,8
C=CCn1c(O)c(N=O)c2cc(C)ccc21,1,-0.1,-5,-3,-8,-7,4,-4,3,0
CC1=CC(C)C(CN(CCC[N+](C)(C)C)C(=O)Nc2ccccc2)C(C)C1 (configuration not stated),-1,0.4,0,-2,-2,0,1,0,9,-14
Cc1cc2cc(CN(Cc3ccco3)S(=O)(=O)c3c(C)ccc4nsnc34)c(=O)[nH]c2cc1C,-9,0.4,-1,2,-7,1,-8,-12,7,-6
Cc1cc(C)c2nc(NNC(=O)c3ccc(S(=O)(=O)N4CCCCC4)cc3)sc2c1,-125,-1.3,-4,4,8,-3,-9,-136,-13,19
Cc1ccc(NC(=O)c2sc3nc(C)nc(N4CCN(c5ccccn5)CC4)c3c2C)c(C)c1,-6,-1.7,2,-8,4,-7,3,-20,-6,8
Cc1cccc(NC(=O)c2ccc(OCc3c(C)noc3C)cc2)c1C,0,-0.4,6,6,-2,8,-7,-10,2,-2
COCc1[nH]nc2c1C(c1ccc(F)cc1)N(c1ccc(OC)cc1)C2=O (configuration not stated),5,-0.4,3,12,6,-1,5,1,-4,0
CCNC(=O)/C(C#N)=C/c1c(N2CCOCC2)nc2ccccn2c1=O,-120,4.7,-4,0,-229,-4,-2,-121,-3,-9
O=C(COC(=O)c1cccc(-n2cnnn2)c1)Nc1c(Cl)cccc1C(F)(F)F,1,0.2,-1,0,3,-3,-4,-4,-1,12
COc1ccc(S(=O)(=O)N2CCC(C(=O)N3CCOCC3)CC2)cc1OC,3,1.0,0,-13,-2,-4,-8,4,1,3
CCOC(=O)c1c(NC(=O)CSc2ncn[nH]2)sc(C(=O)N(C)C)c1C,-2,0.4,-1,-10,-2,1,2,-8,6,-8
O=C(N/N=C/c1cccnc1)c1[nH]ncc1Br,6,0.2,5,6,4,4,4,4,0,-4
Cc1ccc(NC(=O)c2cc(C(=O)c3cc(Cl)ccc3O)cn(-c3ccc(C)cc3)c2=O)cc1,0,-0.1,-3,12,0,-1,-4,-1,0,12
CCn1nc(C)c(Br)c1-c1nc(CS(=O)(=O)c2ccc(F)cc2)no1,1,-0.4,-1,-7,-2,0,1,-5,-4,-15
COc1ccccc1NC(=O)N1CCN(C)CC1,-3,0.3,34*,-9,-6,4,3,-4,2,1
CCOCC(=O)Nc1ccc(S(=O)(=O)NCC2CCCO2)cc1 (configuration not stated),3,0.4,-4,-5,0,-5,-3,-4,-1,-5
CCc1nc2ccc(C(=O)NCCN3CCNC3=O)cn2c1N(C)CCC(C)C,-4,0.3,1,-9,-1,-7,1,-2,1,-3
Cc1ccccc1Nc1c(-c2cccnc2)nc2cccc(C)n12,-4,0.5,1,-12,-8,3,-3,-17,9,14
Cc1cc(C(=O)NNc2ccc(Cl)cc2)no1,-10,-0.1,-1,6,-4,-5,-5,-14,6,-7

# As a working copy, eleven of the compounds above.
SMILES,PLC-gamma1 inh,KLK7 zymogen act,UHRF1 binding,ASAP1 inh,ADAM17 inh,MBD2 DNA inh,DDE Tn6 FP inh,PLCb3 inh,DDE Tn7 FP inh,ARFGAP1 inhibitor
O=C(COC(=O)c1cccc(-n2cnnn2)c1)Nc1c(Cl)cccc1C(F)(F)F,1,0.2,-1,0,3,-3,-4,-4,-1,12
COc1ccc(S(=O)(=O)N2CCC(C(=O)N3CCOCC3)CC2)cc1OC,3,1.0,0,-13,-2,-4,-8,4,1,3
CCOC(=O)c1c(NC(=O)CSc2ncn[nH]2)sc(C(=O)N(C)C)c1C,-2,0.4,-1,-10,-2,1,2,-8,6,-8
O=C(N/N=C/c1cccnc1)c1[nH]ncc1Br,6,0.2,5,6,4,4,4,4,0,-4
Cc1ccc(NC(=O)c2cc(C(=O)c3cc(Cl)ccc3O)cn(-c3ccc(C)cc3)c2=O)cc1,0,-0.1,-3,12,0,-1,-4,-1,0,12
CCn1nc(C)c(Br)c1-c1nc(CS(=O)(=O)c2ccc(F)cc2)no1,1,-0.4,-1,-7,-2,0,1,-5,-4,-15
COc1ccccc1NC(=O)N1CCN(C)CC1,-3,0.3,34*,-9,-6,4,3,-4,2,1
CCOCC(=O)Nc1ccc(S(=O)(=O)NCC2CCCO2)cc1 (configuration not stated),3,0.4,-4,-5,0,-5,-3,-4,-1,-5
CCc1nc2ccc(C(=O)NCCN3CCNC3=O)cn2c1N(C)CCC(C)C,-4,0.3,1,-9,-1,-7,1,-2,1,-3
Cc1ccccc1Nc1c(-c2cccnc2)nc2cccc(C)n12,-4,0.5,1,-12,-8,3,-3,-17,9,14
Cc1cc(C(=O)NNc2ccc(Cl)cc2)no1,-10,-0.1,-1,6,-4,-5,-5,-14,6,-7

# (cont.)
SMILES,PLC-gamma1 inh,KLK7 zymogen act,UHRF1 binding,ASAP1 inh,ADAM17 inh,MBD2 DNA inh,DDE Tn6 FP inh,PLCb3 inh,DDE Tn7 FP inh,ARFGAP1 inhibitor
CCOC(=O)C1=CC[C@@H](c2ccccc2)N(S(=O)(=O)c2ccc(C)cc2)[C@H]1c1ccc(CC)cc1,-2,0.1,-1,2,-2,2,1,3,-8,1
Cc1nc2ccc(NC(=O)C3(C)CCCN(C(C)C)C3)cc2o1 (configuration not stated),-1,0.1,0,-2,-4,4,-2,-2,5,-8
COc1ccc(-c2nn(-c3ccccc3)cc2C(=O)N2CCN(C(=O)c3ccco3)CC2)cc1,0,0.1,3,-28,1,-3,7,4,4,-1
Cc1ccc(CN2C(=O)C(C)Sc3ccc(C#N)cc32)cc1 (configuration not stated),-2,-0.1,1,8,-3,2,0,-2,6,-5
C=CCn1c(C)cc(C(=O)CSc2nnc(Cc3ccccc3)o2)c1C,-1,0.7,-1,3,1,3,5,0,-10,-7
O=C1CC(NNc2nc3ccccc3s2)C(=O)N1c1ccccc1 (configuration not stated),-2,0.7,9,-7,-2,3,0,-3,2,-4
COc1ccc(C(C)=O)cc1COc1ccc(Cl)c(C)c1,2,0.0,-2,-13,2,2,0,-9,7,-1
CC1CC(C)CN(C(=S)Nc2ccc(OC(F)F)cc2)C1 (configuration not stated),2,0.4,-2,8,2,-6,-5,3,5,-8
COc1ccc(CNC(=O)C2CCN(S(=O)(=O)c3cccc4nonc34)CC2)cc1,-1,0.8,2,8,-5,4,-3,-4,6,5
COC(=O)c1cccnc1SCc1ccccc1,1,-0.1,0,4,-7,1,5,0,1,-1
COc1ccc(-n2nc(C(=O)NCC(=O)NC(C)C)c3ccccc3c2=O)cc1OC,-3,0.1,-1,0,-4,1,3,-8,4,2
O=S(=O)(NCc1cccnc1)c1ccc(Br)c2ccccc12,-2,0.7,0,-4,2,-3,6,-5,4,14
Cn1nc(C(F)(F)F)cc1C(=O)O,3,0.1,-2,-7,-1,-4,-3,0,1,4
CCOC(=O)c1c(NC(=O)CC2SC(=NC)N(C)C2=O)sc(C)c1C (configuration not stated),3,0.1,2,6,-3,-1,-4,0,-2,-7
CC(C)(CNC(=O)c1ccc(NS(=O)(=O)c2ccc(F)c(F)c2)cc1)N1CCOCC1,-1,-0.1,0,-9,-7,-7,1,-9,-1,15
O=C(CCc1ccccc1Cl)Nc1cc(S(=O)(=O)N2CCOCC2)ccc1N1CCCC1,-2,0.3,-3,-11,-2,2,-5,-12,2,2
O=C(NCc1cccs1)c1ccccc1[N+](=O)[O-],5,0.0,-1,-1,2,-3,5,-2,-8,-1
NC(=O)c1cccc(-c2csc(C(O)c3cccc(Cl)c3)n2)c1 (configuration not stated),-5,-0.7,-1,4,-2,-2,-5,-2,10,9
COCCNC(=O)c1c(N)n(-c2cccc(C)c2)c2nc3ccccc3nc12,i,-90,-7,10,i,-6,-5,i,-2,-2
CN1C=C/C(=C\c2cc[n+](C)c3ccccc23)c2ccccc21,-7,0.8,27*,2,-8,10,-7,-13,-7,6
C[C@@H]1CN([C@@H](C)CO)C(=O)CCCn2cc(nn2)CO[C@H]1CN(C)C(=O)c1ccncc1,2,-0.5,-1,-3,-3,3,-3,-2,6,-7
COCCNC(=O)CSc1ccc(Cl)cc1,2,0.4,-1,1,-2,1,2,0,0,6
O=C(CN1CCCc2ccccc21)Nc1cccc(S(=O)(=O)N2CCCC2)c1,-17,-0.3,0,-4,-5,2,4,-27,3,3
O=C(NC(O)C(=O)c1cccs1)c1cccnc1 (configuration not stated),-2,0.2,0,10,-4,4,3,0,5,-11
CC(O)(c1cccc(F)c1)c1nc(-c2cccc(C#N)c2)cs1 (configuration not stated),4,-0.1,-1,3,7,-1,5,1,-4,2
CCOC(=O)C1C(=O)CC(=O)CC1CC(C)SCC (configuration not stated),2,0.9,1,2,5,4,-1,-6,-5,-15
